From PubChem BioAssay
ALOX12 inh – blocks human arachidonate 12S-lipoxygenase; purified 12hLO, xylenol orange hydroperoxide absorbance; 580,000 compounds, 1.1% hits; AID 1671190; Potency, µM (top dose mostly 108 µM), inactives show at the highest dose activity change, negative = inhibition, usual class: inhibitors; note: % is set by controls: 0 for no effect and ±100 for the full control effect
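Purified human 12hLO at 150 nM in 25 mM Hepes, 0.01% Triton X-100, pH 7.0, preincubated 15 min at room temperature with compound. Reaction started with 40 uM arachidonic acid, 30 min at room temperature. Hydroperoxide measured by Fe-xylenol orange, 573/405 nm absorbance ratio.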
Pin1 inh – inhibitors of human Pin1 | Pin1 FP peptide displacement, HiFluor488, 10 min | Q13526 | Potency, µM (series often up to 115 µM), inactives show at the highest dose activity, negative = inhibition, usual class: inhibitors | 390,000 compounds, 0.009% hits; active = well fitted inhibition curve with a large enough effect in the polarisation, with a control signal flat, not every such curve was filed as active; inconclusive = small, poorly fitted or top-dose-only effect, or effect the other way, or a change in a side signal; inactive = no such curve, though single readings can be large or run the other way; the % refers to the polarisation; note: % is set by controls: 0 for no effect and ±100 for the full control effect
Target sequence (Q13526 whole entry, looked up): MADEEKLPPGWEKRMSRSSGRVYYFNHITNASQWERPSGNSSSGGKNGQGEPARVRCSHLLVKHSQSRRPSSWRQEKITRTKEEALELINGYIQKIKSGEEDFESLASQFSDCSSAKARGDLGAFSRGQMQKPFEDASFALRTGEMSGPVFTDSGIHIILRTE
JMJD2A Tudor – JMJD2A Tudor domain (human) inhibition; 390,000 compounds, 4.4% hits; AlphaScreen JMJD2A-Tudor / H3K4me3 peptide binding; AID 504339; Potency, µM (doses to about 114 µM), inactives show at the top dose activity change, negative = inhibition, hits mostly inhibitors; note: % is set by controls: 0 for no effect and ±100 for the full control effect; nearly all actives have a fitted effect of over 50% in size
ERG Ets-DNA blk – blocks human ERG Ets domain binding to DNA; fluorescence polarization, His-ERG Ets domain / labelled DNA; AID 624246; 370,000 compounds, 0.028% hits; Potency, µM (series often up to 76.9 µM), for inactives: at the top dose FP activity, negative = inhibition, most hits filed as inhibitors; active = well fitted inhibition curve with a large enough effect in the polarisation, with a control signal flat; inconclusive = small, poorly fitted or top-dose-only effect, or effect the other way, or a change in a side signal; inactive = no such curve, though single readings can be large or run the other way; the % refers to the polarisation;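 note: polarization taken with two DNA probes labelled with fluorescein and Texas red; % of control where 0% means no effect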
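His-tagged ERG Ets domain (1 uM in the protein solution; 300mM KCl, 50mM Tris-HCl, 1mM EDTA, 1mM DTT, pH 7.5) received compound, then a probe mix of 5 nM fluorescein-DNA and 100nM Texas-615-DNA. Fluorescence polarization was read for both dyes.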
GLS inh – blocks human kidney-isoform glutaminase activity | 410,000 compounds, 0.21% hits | O94925 | GLS enzymatic activity, qHTS titration | Potency, µM (highest dose often 45.5 µM), for inactives: at the top dose activity change, negative = inhibition, hits mostly inhibitors | AID 624170; note: % is set by controls: 0 for no effect and ±100 for the full control effect
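hKGA in 45 mM KH2PO4 (pH 8.2), 0.02% Tween-20 with compound, then 1mM L-Glutamine (stock as added) plus glutamate oxidase/HRP/Amplex red coupling mix. Fluorescence read initially and after 30 min at RT; signal change reflects glutamate formation.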
rTrxR1 inhibitor – blocks rat thioredoxin reductase 1. O89049. recombinant rTrxR1, NADPH fluorescence consumption, selenite substrate. Potency, µM (series often up to 114 µM), inactives show at the top dose activity change, negative = inhibition, most hits filed as inhibitors. 390,000 compounds, 1% hits. AID 588453; note: % is set by controls: 0 for no effect and ±100 for the full control effect; nearly all actives have a fitted effect of over 65% in size
Target sequence (O89049 whole entry, looked up): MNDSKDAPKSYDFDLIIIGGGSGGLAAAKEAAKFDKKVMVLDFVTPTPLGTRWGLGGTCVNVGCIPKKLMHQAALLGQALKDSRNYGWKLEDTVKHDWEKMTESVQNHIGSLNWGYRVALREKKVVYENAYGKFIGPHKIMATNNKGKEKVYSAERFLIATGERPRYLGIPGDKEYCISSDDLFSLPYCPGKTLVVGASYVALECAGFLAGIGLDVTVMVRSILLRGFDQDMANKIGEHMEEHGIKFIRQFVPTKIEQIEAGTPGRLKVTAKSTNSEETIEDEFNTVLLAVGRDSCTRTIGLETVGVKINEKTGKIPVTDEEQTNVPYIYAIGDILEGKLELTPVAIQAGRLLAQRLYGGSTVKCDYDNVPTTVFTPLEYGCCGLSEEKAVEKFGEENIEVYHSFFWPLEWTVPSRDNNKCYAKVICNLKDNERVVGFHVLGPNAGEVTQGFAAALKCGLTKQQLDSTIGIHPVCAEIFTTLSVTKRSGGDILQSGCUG
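Rat TrxR1 (90 nM in the dispensed reagent) was pre-reduced with 400 uM NADPH for 5 min at room temperature, then incubated with compound for 15 min. After 400 uM selenite was added, NADPH fluorescence (Ex 340/Em 450 nm) was followed for 8 min.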
RGS4 inhibitor – human RGS4 inhibition; Transcreener GDP fluorescence polarization, RGS4-accelerated GTP hydrolysis; 390,000 compounds, 0.039% hits; Potency, µM (doses to about 114 µM), without a hit: at the highest dose activity change, negative = inhibition, usual class: inhibitors; P49798; note: % is set by controls: 0 for no effect and ±100 for the full control effect; nearly all actives have a fitted effect of over 75% in size; some results filed as inactive show a strong effect at the top dose
Target sequence (P49798 whole entry, looked up): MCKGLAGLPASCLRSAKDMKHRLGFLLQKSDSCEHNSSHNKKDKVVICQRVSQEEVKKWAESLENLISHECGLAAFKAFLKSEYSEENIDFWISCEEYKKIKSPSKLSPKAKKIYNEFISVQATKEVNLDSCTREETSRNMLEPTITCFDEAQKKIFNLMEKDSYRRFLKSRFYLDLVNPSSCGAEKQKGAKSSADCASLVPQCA
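MLSMR compounds (23 nl, pin-transferred) preincubated 10 min at room temperature with a 500nM (2x) first reagent, then RGS4 at 900nM (2x) plus Transcreener GDP mix added; fluorescence polarization (620/688 nm) read before and after 90 min at 30 °C.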
Tb PGK inh – blocks T. brucei phosphoglycerate kinase. P07378. PGK/GAPDH coupled, Kinase-Glo luminescence, 60 min. Potency, µM (highest dose often 57.5 µM), for the others: at the highest dose activity change, negative = inhibition, most hits filed as inhibitors. AID 602233. 380,000 compounds, 0.043% hits; note: % is set by controls: 0 for no effect and ±100 for the full control effect; nearly all actives have a fitted effect of over 60% in size
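Recombinant glycosomal PGK reaction used 1,3-bisphosphoglycerate generated in-well by GAPDH (100nM final) in 100mM TEA pH 7.6, 5mM MgCl2, 0.01% Tween-20. After 60 minutes at room temperature, ATP was read by Kinase-Glo Plus luminescence end-point.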
HP1b chromo inh – inhibitors of HP1-beta chromodomain binding to methylated histone tails; Potency, µM (titrated, usually from 114 µM), without a hit: at the highest dose activity change, negative = inhibition, hits mostly inhibitors; AID 540317; AlphaScreen HP1-beta / biotin-H3K9me3 peptide binding; 390,000 compounds, 0.56% hits; note: nearly all actives have a fitted effect of over 70% in size; inactives centre near 23
Target sequence (P83916 whole entry, looked up): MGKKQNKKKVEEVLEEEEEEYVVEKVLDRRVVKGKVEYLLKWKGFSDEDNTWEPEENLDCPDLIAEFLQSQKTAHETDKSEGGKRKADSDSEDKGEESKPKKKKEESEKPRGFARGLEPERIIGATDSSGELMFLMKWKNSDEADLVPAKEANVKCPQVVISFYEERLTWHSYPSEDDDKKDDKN
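HP1-beta protein (50 nM final) preincubated 30 min at room temperature with biotinylated H3(1-18)K9me3 peptide (50 nM) in PBS pH 7.4, 0.01% Tween-20, then compound added for 30 min. AlphaScreen streptavidin donor/nickel chelate acceptor beads (10 ug/mL final), 30 min dark, luminescence read.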
An asterisk follows results filed as active; i = inactive; ? = inconclusive; / = not tested or not shown; & = joins results of further samples; [ ] = dose if it differs, or a comment. Unless noted, calls come from the whole dose curve; as a rule, active = well fitted curve in the direction sought with a large enough effect; inconclusive = small, poorly fitted or top-dose-only effect, or another doubt; inactive = no such curve, though single readings can be large; an effect the other way counts as inactive or inconclusive. Potency is the fitted concentration of half-maximal effect. This is a subset; the hit share may differ from the screen's.

No.	Structure	ALOX12 inh	Pin1 inh	JMJD2A Tudor	ERG Ets-DNA blk	GLS inh	rTrxR1 inhibitor	RGS4 inhibitor	Tb PGK inh	HP1b chromo inh
1	O=C(O)c1cccc(N2C(=O)Nc3ccccc3N2O)c1	-27%	-14%	-12%	-4%	20%	-3%	-3%	6%	12%
2	COc1cccc(CC(NC(C)=O)C(=O)NC2CCN(c3nc(C)cc(C)c3C#N)CC2)c1OC (stereo unspecified)	4%	2%	-14%	2%	-12%	-10%	-21%	-9%	19%
3	CCOc1ccc(N=Nc2c(=O)[nH]n3c(=O)c4c([nH]c23)CCCC4)cc1	-8%	?	?	7%	?	-5%	7%	-13%	?
4	CCOC(=O)C1(C(=O)OCC)CC1c1ccccc1 (stereo unspecified)	0%	8%	13%	-7%	4%	11%[57.1 µM]	-10%	1%	40%[activator]
5	CCCCNC(=O)C1CC(c2c(Cl)cccc2Cl)=NO1 (stereo unspecified)	5%	-11%	-8%	-10%	-7%	8%[57.1 µM]	-11%	-2%	51%[activator]
6	CCCCn1c(=O)c(CCC(=O)OCC(=O)NCc2ccc(OC)c(OC)c2)nc2ccccc21	-6%	0%	-2%	10%	-1%	-6%[11.4 µM]	17%	-8%	48%[activator]
7	CCc1cc(=O)oc2cc(C)cc(OCC(=O)NC3CCN(Cc4ccccc4)CC3)c12	1%	-1%	-22%	-1%	1%	0%	16%	i	22%
8	CC1CC(C)CN(S(=O)(=O)N2CCC(C(=O)NCCc3ccccc3)CC2)C1 (stereo unspecified)	-4%	4%	1%	-10%	-10%	15%	1%	1%	48%[activator]
9	CCn1cc(C(=O)NCc2ccccc2)c(=O)c2cc(S(=O)(=O)N3CCCCC3)ccc21	-12%	-7%	-14%	-6%	-2%	24%	-11%	-6%	11%
10	COC(=O)c1cccc(NS(=O)(=O)c2cccs2)c1C	0%	-6%	-5%	-4%	19%	10%	10%	0%	8%
11	Cc1ccccc1CSc1nnc(C)n1N	14%	-8%	3%	12%	0%	14%	12%	0%	29%
12	CCCCNC(=O)C(CC)(ONc1ccccc1C(F)(F)F)c1ccccc1OC (stereo unspecified)	-24%	32%[activator]	?	-8%	-3%	26%[57.1 µM]	-23%	-7%	-10%
13	Oc1ccc(-c2sc(Nc3ccccc3)n[n+]2-c2ccc(F)cc2)cc1	?	18%	-9%	22%	-10%	2%	-39%	i	11%
14	CN(CC(=O)Nc1ccccc1Br)C(=O)c1ccc(-c2ccc(Cl)cc2)o1	-1%	11%	-5%	-5%	5%	-20%	-11%	1%	11%
15	Cc1cc(C)n(CC(=O)N/N=C/c2cccc([N+](=O)[O-])c2)n1	-12%	0%	-15%	3%	7%	-12%	16%	-4%	14%
16	NS(=O)(=O)c1ccc(CNC(=O)CC23CC4CC(CC(C4)C2)C3)cc1	0%	3%	-8%	-8%	9%	5%[2.29 µM]	17%	-3%	15%
17	CCOc1ccccc1N(C)C(=O)C1CCCN(c2ncnc3c2nc2n3CCCCC2)C1 (stereo unspecified)	-1%	1%	-5%	-5%	-7%	8%	3%	-12%	34%
18	O=C(O)C[C@H]1c2cc(C(F)(F)F)ccc2S(=O)(=O)N1C1CCN(Cc2ccccc2)CC1	?	-15%	-35%	6%	6%	17%[57.1 µM]	1%	-1%	25%
19	COc1ccc2c(c1)cc1c(=O)n(CC(=O)NCc3ccco3)nc(C)n12	-27%	8%	-18%	5%	-8%	4%	11%	-9%	17%
20	C[C@@]12C(=O)NCC(=O)N1[C@@H]1c3cc(Br)ccc3OC[C@@H]1[C@@H]2c1ccccc1	-7%	-6%	1%	-3%	2%	21%	-11%	-7%	32%

Sorted by formula weight (smallest number first): 7 of the compounds above
No.	Structure	ALOX12 inh	Pin1 inh	JMJD2A Tudor	ERG Ets-DNA blk	GLS inh	rTrxR1 inhibitor	RGS4 inhibitor	Tb PGK inh	HP1b chromo inh
15	Cc1cc(C)n(CC(=O)N/N=C/c2cccc([N+](=O)[O-])c2)n1	-12%	0%	-15%	3%	7%	-12%	16%	-4%	14%
10	COC(=O)c1cccc(NS(=O)(=O)c2cccs2)c1C	0%	-6%	-5%	-4%	19%	10%	10%	0%	8%
13	Oc1ccc(-c2sc(Nc3ccccc3)n[n+]2-c2ccc(F)cc2)cc1	?	18%	-9%	22%	-10%	2%	-39%	i	11%
12	CCCCNC(=O)C(CC)(ONc1ccccc1C(F)(F)F)c1ccccc1OC (stereo unspecified)	-24%	32%[activator]	?	-8%	-3%	26%[57.1 µM]	-23%	-7%	-10%
20	C[C@@]12C(=O)NCC(=O)N1[C@@H]1c3cc(Br)ccc3OC[C@@H]1[C@@H]2c1ccccc1	-7%	-6%	1%	-3%	2%	21%	-11%	-7%	32%
14	CN(CC(=O)Nc1ccccc1Br)C(=O)c1ccc(-c2ccc(Cl)cc2)o1	-1%	11%	-5%	-5%	5%	-20%	-11%	1%	11%
17	CCOc1ccccc1N(C)C(=O)C1CCCN(c2ncnc3c2nc2n3CCCCC2)C1 (stereo unspecified)	-1%	1%	-5%	-5%	-7%	8%	3%	-12%	34%

Following part:
No.	Structure	ALOX12 inh	Pin1 inh	JMJD2A Tudor	ERG Ets-DNA blk	GLS inh	rTrxR1 inhibitor	RGS4 inhibitor	Tb PGK inh	HP1b chromo inh
21	COc1ccc(OC)c(NC(=O)c2ccc3c(Cl)c4c(nc3c2)CCCC4)c1	-17%	7%	0%	2%	3%	25%	1%	4%	32%
22	COc1cc(NS(=O)(=O)c2ccc(N/C=C(\C=O)c3nc4ccccc4o3)cc2)nc(OC)n1	-28%	28%	79µM*	9%	-3%	-3%[57.1 µM]	-84%	-3%	6%
23	Cc1ccc(S(=O)(=O)NCC(=O)OCC(=O)N(Cc2ccccc2)C(C)(C)C)cc1	?	4%	-20%	/	-8%	-15%	-17%	i	32%
24	Fc1ccc(-c2nn(-c3ccccc3Cl)c3c2cnc2ccccc23)cc1	?	2%	-11%	0%	-4%	11%[57.1 µM]	-11%	-9%	41%[activator]
25	COc1ccc(NC(=O)Cn2c(=O)c3cc(Cl)ccc3n3nncc23)cc1	0%	3%	-8%	5%	-8%	0%	23%	2%	42%[activator]
26	COc1cc(NC(=O)c2cccc(COCC(F)(F)C(F)F)c2)cc(OC)c1OC	12%	-6%	-28%	6%	-5%	5%	-25%	i	38%[activator]
27	O=C(NCCCC(NC(=O)OCc1ccccc1)C(=O)O)OCc1ccccc1 (stereo unspecified)	49%[activator]	-6%	-11%	7%	0%	7%	-14%	-4%	27%
28	Cc1ccc(S(=O)(=O)CC(O)COc2ccc(C#N)cc2)cc1 (stereo unspecified)	-6%	2%	-11%	3%	2%	13%[57.1 µM]	1%	0%	6%
29	CCS(=O)(=O)N1CCN(c2ccc(C(=O)N3CCOCC3)cc2[N+](=O)[O-])CC1	6%	0%	-2%	0%	0%	1%	0%[56.9 µM]	8%	65%[activator]
30	CCCCN(C)CCN1C(=O)C2C(C(=O)Nc3cccc(OC)c3)C3C=CC2(O3)C1C(=O)NC1CCCCC1C (stereo unspecified)	-30%	5%	-5%	-1%	4%	5%[57.1 µM]	13%	2%	30%
31	CCOC(=O)c1oc2ccc(S(=O)(=O)n3nc(-c4ccc(C)cc4)cc3N)cc2c1C	-26%&-4%	4%&11%	-19%&-21%	-8%&-2%	-1%&3%	10%&-1%	4%&1%	-4%&-2%	23%&20%
32	N#Cc1ccccc1-n1c(N)c(C(=O)N2CCCC2)sc1=S	?	-5%	56µM*	1%	-8%	?	?	-10%	?
33	O=C(N/N=C/c1ccc([N+](=O)[O-])cc1)c1cnccn1	-5%	0%	?	-7%	-2%	-6%[57.1 µM]	2%	-7%	20%
34	O=C1N=C(N2CCOCC2)S/C1=C/c1cc2c(cc1[N+](=O)[O-])OCO2	?	0%	-3%	-1%	9%	23%[57.1 µM]	-27%	i	20%
35	COc1cc(CN2CCCCCC2)cc(Br)c1O	?	-7%	22µM*	-17%	9%	-18%	1%	i	?
36	CC(c1cccnc1)N(CCN(C)C)C(=O)Nc1ccc(Cl)c(Cl)c1 (stereo unspecified)	0%	0%	-21%	-2%	9%	6%	8%	-1%	25%
37	CC(=O)Nc1ccc2c(c1)nc(CCNC(=O)c1ccccc1)n2C	0%	-6%	-8%	3%	16%	17%[57.1 µM]	14%	7%	41%[activator]
38	CCc1nc(N2CCN(C(=O)c3ccco3)CC2)c2oc3ccccc3c2n1	?	-1%	-27%	-5%	16%	?	0%	5%	4%
39	CC(Oc1ccc(Cl)cc1Cl)C(=O)N/N=C1\CCCc2ccccc21 (stereo unspecified)	-11%	-4%	-3%	-11%	-8%	20%	5%	-2%	36%[activator]
40	O=C(/C=C/c1ccc([N+](=O)[O-])cc1)Nc1cccc(S(=O)(=O)NC2=NCCCCC2)c1	13%	8%	-14%	4%	18%	-16%[57.1 µM]	-35%	-2%	9%
41	CC1=C(C(=O)OCC2CCCO2)C(c2ccccc2)C2=C(CC(C)(C)CC2=O)N1 (stereo unspecified)	-9%	-3%	17%	0%	4%	-4%	3%	i	42%[activator]
